BRCA1 expr act – activators of BRCA1 expression; MCF7-BRCA1-FFLuc reporter, luminescence, 48 h; response scale: scaled: vehicle 0%, 10 µM genistein 100%; Potency, µM (doses to about 46.1 µM), for inactives: top-dose activation, most hits filed as activators; 380,000 compounds, 1.1% hits; AID 624202; note: nearly all actives have a fitted effect of over 80% in size; some results filed as inactive show a strong effect at the top dose
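Using MCF7 cells harboring a BRCA1 firefly luciferase reporter, plated 2 h before compound pinning, the screen measured luminescence after 48 h incubation. Responses were normalized to DMSO and 10 microM genistein, then fitted for concentration-effect.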
p53 reactivator – restores transcriptional activity of mutant p53. 320,000 compounds, 0.063% hits. Potency, µM (series often up to 92.2 µM), for the others: at the highest dose activity change, positive = activation, most hits filed as activators. AID 504706. H1299 p53-A138V BP100-luciferase reporter, luminescence, 24 h; note: % of control where 0% means no effect; nearly all actives have a fitted effect of over 45% in size
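p53-null H1299 cells stably carrying temperature-sensitive p53-A138V and a BP100-luciferase reporter were pinned with compounds (4-point, 1:5 series) and held 24 hrs at 37 deg C. Luminescence was read 10 min after detection reagent.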
uPA generation – cell surface uPA generation inhibition | Potency, µM (series often up to 38.3 µM), for the others: top-dose activity change, negative = inhibition, actives largely listed as inhibitors | cell surface uPA generation assay, qHTS | AID 540303 | 330,000 compounds, 0.31% hits; active = well fitted inhibition curve with a large enough effect; inconclusive = small, poorly fitted or top-dose-only effect; inactive = no such curve, though single readings can be large or run the other way; tested in mouse RAW 264.7 cells; note: % is set by controls: 0 for no effect and ±100 for the full control effect; nearly all actives have a fitted effect of over 55% in size
Rab9 prom act – Rab9 promoter activation | Huh7 Rab9 promoter-luciferase reporter, luminescence, 24 h | Potency, µM (top dose mostly 9.22 µM), for inactives: at the top dose activation, negative = inhibition, usual class: activators | 320,000 compounds, 2.8% hits; note: % of control where 0% means no effect; nearly all actives have a fitted effect of over 60% in size
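Cells were plated at 1500 per well in reduced-serum medium with 10% FBS and left 2 h. Compound in DMSO was then added for 24 h at 37 °C. Reporter signal was read by luminescence after 10 min with luciferase detection reagent.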
FLuc modulator – counter-screen for miR-21 project: firefly luciferase inhibitors or activators; P08659; purified FLuc, Km substrates, luminescence inhibition; Potency, µM (doses to about 57.5 µM), without a hit: at the highest dose activity change, negative = inhibition, actives largely listed as inhibitors; 360,000 compounds, 6.9% hits; AID 588342;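 note: plate controls were vehicle for no effect and reference inhibitor for full effect; nearly all actives have a fitted effect of over 55% in size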
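Purified P. pyralis luciferase, 10 nM final, with Km-level 10 uM D-luciferin and 10 uM ATP in 50 mM Tris acetate pH 7.5, 10 mM Mg acetate, 0.01% Tween-20, 0.05% BSA; 6-point qHTS titration about 60 µM downward; luminescence read.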
MBNL1 CUG block – inhibitors of human MBNL1 binding to CUG repeat RNA; TR-FRET MBNL1-His/biotin-(CUG)12 binding, 665/545 ratio; Potency, µM (titrated, usually from 57.5 µM), for the others: top-dose activity change, negative = inhibition, actives largely listed as inhibitors; 280,000 compounds, 0.036% hits; active = well fitted inhibition curve with a large enough effect in the signal ratio, with a control signal flat, not every such curve was filed as active; inconclusive = small, poorly fitted or top-dose-only effect, or effect the other way, or a change in a side signal; inactive = no such curve, though single readings can be large or run the other way; the % refers to the signal ratio; note: % is set by controls: 0 for no effect and ±100 for the full control effect
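Compounds (final 92 nM to 58 uM) are added to His-tagged MBNL1 and biotin-(CUG)12, then terbium anti-His antibody and streptavidin-XL665 (5 nM final). After 60 min at room temperature, the 665/545 nm ratio is read.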
NPC1 promoter act – NPC1 promoter activation; Huh7 NPC1 promoter luciferase reporter, 24 h; Potency, µM (titrated, usually from 9.22 µM), for the others: at the top dose activation, hits mostly activators; 320,000 compounds, 2.4% hits; AID 485313;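 note: % of control where 0% means no effect; nearly all actives have a fitted effect of over 60% in size; reporter is driven by a mutant NPC1 promoter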
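Luminescence from an NPC1 promoter-driven luciferase reporter in stably transfected Huh7 cells was measured after 24 h compound treatment at 37 °C, followed by 10 min ambient incubation with luciferase detection reagent.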
VP16 counter – inhibits Gal4-VP16 luciferase reporter, ROR gamma counter-screen; Drosophila S2 Gal4-VP16 UAS-luciferase, luminescence, 20 h; Potency, µM (doses to about 53.6 µM), without a hit: top-dose activity, negative = inhibition, actives largely listed as inhibitors; 310,000 compounds, 3.5% hits; AID 2546;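 note: Gal4-VP16 expression switched on by copper sulfate through the metallothionein promoter; % is set by controls: 0 for no effect and ±100 for the full control effect; nearly all actives have a fitted effect of over 50% in size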
RORg inh – blocks mouse ROR gamma transcriptional activity; P51450; Drosophila S2 Gal4-RORgamma UAS-luciferase reporter, 20 h; Potency, µM (highest dose often 53.6 µM), inactives show top-dose activity change, negative = inhibition, hits mostly inhibitors; 310,000 compounds, 5.4% hits; AID 2551; note: % is set by controls: 0 for no effect and ±100 for the full control effect; nearly all actives have a fitted effect of over 60% in size
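Drosophila Schneider cells stably carrying a metallothionein-driven Gal4 DBD–ROR gamma fusion and a UAS-Photinus luciferase reporter were exposed to compound for 1 hr, then induced with copper sulfate (700 uM final) for 20 hr at ambient temperature before luminescence reading.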
ELG1 genotox – genotoxicity induction in ELG1-luciferase HEK293T cells; 330,000 compounds, 1.3% hits; Potency, µM (series often up to 46 µM), inactives show at the highest dose activity change, positive = activation, hits mostly activators; HEK293T ELG1-luciferase reporter, luminescence, 16 h; note: % of control where 0% means no effect; nearly all actives have a fitted effect of over 60% in size
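Quantitative HTS format in 1536-well plates. HEK293T ELG1-luciferase reporter cells receive test compound and are incubated 16 hr at 37 °C, 5% CO2; ONE-Glo added, 30 min room temperature, then luminescence read.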
MLL CXXC-DNA inh – blocks binding of human MLL CXXC domain to DNA; Q03164; MLL-CXXC / FITC-HOXA9 DNA fluorescence polarization; Potency, µM (top dose mostly 115 µM), for the others: at the highest dose activity change, negative = inhibition, most hits filed as inhibitors; 290,000 compounds, 0.037% hits; AID 2662; active = well fitted inhibition curve with a large enough effect in the polarisation, with a control signal flat, not every such curve was filed as active; inconclusive = small, poorly fitted or top-dose-only effect, or effect the other way, or a change in a side signal; inactive = no such curve, though single readings can be large or run the other way; the % refers to the polarisation
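Fluorescence polarization: 7 uM MLL-CXXC (stock) preincubated 5 min with compounds, then 50 nM fluorescein-HOX-A9 DNA (stock) added; 30 min ambient. Buffer 50 mM Tris-HCl pH 7.5, 50 mM NaCl, 1 mM DTT, 0.05% BSA.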
An asterisk follows results filed as active; ? = inconclusive; . = not tested or not shown; [ ] = another dose, or the depositor's remark. Unless noted, calls come from the whole dose curve; as a rule, active = well fitted curve in the direction sought with a large enough effect; inconclusive = small, poorly fitted or top-dose-only effect, or another doubt; inactive = no such curve, though single readings can be large; an effect the other way counts as inactive or inconclusive. Potency is the fitted concentration of half-maximal effect.

A first look (3 entries):
Molecule	BRCA1 expr act	p53 reactivator	uPA generation	Rab9 prom act	FLuc modulator	MBNL1 CUG block	NPC1 promoter act	VP16 counter	RORg inh	ELG1 genotox	MLL CXXC-DNA inh
O=C(NCCCc1ccccc1)c1cc([N+](=O)[O-])ccc1Cl	-13%	1%	?	-20%	2%	?	-8%	-2%	27%	-20%	-27%
CCOC(=O)C1CCCN(Cc2ccc(O)c(OC)c2)C1 (stereo not given)	0%[1.84 µM]	15%	0%	0%	3%	-2%	0%	-4%	-1%	4%	0%
COc1ccc(-c2ccc(/C=C3/C(=N)N4C=CSC4=NC3=O)o2)c([N+](=O)[O-])c1	-24%	-11%	5%	-1%	-16%	30%	0%	3.5µM*	2.5µM*	-8%	8%

This part in full, from the start:
Molecule	BRCA1 expr act	p53 reactivator	uPA generation	Rab9 prom act	FLuc modulator	MBNL1 CUG block	NPC1 promoter act	VP16 counter	RORg inh	ELG1 genotox	MLL CXXC-DNA inh
O=C(NCCCc1ccccc1)c1cc([N+](=O)[O-])ccc1Cl	-13%	1%	?	-20%	2%	?	-8%	-2%	27%	-20%	-27%
CCOC(=O)C1CCCN(Cc2ccc(O)c(OC)c2)C1 (stereo not given)	0%[1.84 µM]	15%	0%	0%	3%	-2%	0%	-4%	-1%	4%	0%
COc1ccc(-c2ccc(/C=C3/C(=N)N4C=CSC4=NC3=O)o2)c([N+](=O)[O-])c1	-24%	-11%	5%	-1%	-16%	30%	0%	3.5µM*	2.5µM*	-8%	8%
CC1(c2ccc(OC(F)F)cc2)NC(=O)N(CC(=O)Nc2ccc(F)cc2)C1=O (stereo not given)	-26%	-5%	-1%	-3%	1%	2%	2%	5%	20%	-4%	4%
CN1CCO/C1=C(\C(Cl)=C(Cl)Cl)[N+](=O)[O-]	-7%	-2%	5%	-2%	-2%	.	-9%	1%	13%	-1%	-3%
Clc1ccc(SCc2csc(N3CCOCC3)n2)cc1	70%	28%	13%	20%	?	1%	23%	-1%	32%	8%	-1%
CCCCNC(=O)/C(C#N)=C/c1ccc(-c2ccc(S(=O)(=O)N3CCOCC3)cc2)o1	-29%	25%	-8%	3%	4%	?	-6%	-18%	-4%	1%	-3%
Cc1ccc(S(=O)(=O)NCC(=O)Nc2cccc([N+](=O)[O-])c2)cc1	-7%	2%	.	1%	-3%	?	0%	-14%	23%	-5%	-4%
Cc1ccc(C)c(Cc2c(C)nc3c(C(=O)NCc4ccc5c(c4)OCO5)cnn3c2C)c1	.	0%	.	-3%	2%	-6%	1%	5%	5%	-24%	16%
COc1cc(Cl)ccc1S(=O)(=O)n1nc(C)cc1C	0%	-12%	-8%	2%	-4%	-5%	9%	?	5%	0%	-10%
COc1ccc(/C=C/C(=O)c2ccc(OC)cc2OC)c(OC)c1	0%	3%	?	9%	19µM*	11%	17%	18%	?	1%	-1%
O=C(NC1CCN(Cc2ccccc2)CC1)c1ccccc1OCc1ccccc1Cl	-5%	5%	-5%	-7%	5%	-6%	0%	-12%	41%	-18%	36%
COc1cc2c(cc1OC)CN(c1ncccc1[N+](=O)[O-])CC2	?	7%	-7%	?	?	?	?	?	0%	?	4%
O=C(Nc1cc(C(F)(F)F)ccc1-n1cncn1)C1CC1	-19%	-4%	-4%	-2%	-2%	.	-1%	.	.	-1%	.
Cc1ccc(SCCC(=O)NC2CC2)cc1	6%	-2%	-2%	-5%	-10%	-6%	0%	-2%	14%	5%	0%
COc1ccccc1C1(CCNC(C)c2cccs2)CCOC(C(C)C)C1 (stereo not given)	-25%	-1%	-4%	-4%	1%	.	0%	-3%	-20%	-10%	4%
CC1(C)CC(=O)N(c2cccc(C(F)(F)F)c2)C(=O)C1	0%	2%	5%	-2%	4%	-3%	1%	-5%	-7%	-1%	6%
COc1ccc(C2=NN(C(=O)CCC(=O)O)C(c3ccccc3F)C2)cc1 (stereo not given)	-1%	.	-4%	0%	-2%	5%	1%	-1%	14%	6%	-1%
CCC(=O)NNC(=O)c1c(O)c2ccccc2[nH]c1=O	1%	3%	1%	?	-6%	3%	0%	1%	-10%	3%	-10%
Fc1ccccc1N=C1NN=C(c2ccccc2)CS1	-61%[inhibitor]	6%	-6%	?	13µM*	3%	2.5µM*	-17%	?	?	4%

Going on with the list:
compound	BRCA1 expr act	p53 reactivator	uPA generation	Rab9 prom act	FLuc modulator	MBNL1 CUG block	NPC1 promoter act	VP16 counter	RORg inh	ELG1 genotox	MLL CXXC-DNA inh
O=C(Nc1ccccc1C(=O)O)c1ccc2ccccc2n1	50%	17%	-6%	?	6µM*	?	?	?	?	?	13%
O=c1c2c(nc3c(-c4ccc(Cl)cc4)c[nH]n13)CCC2	-38%	5%	-10%	-29%	?	-8%	-6%	?	5µM*	-9%	-11%
CC1(C)Cn2c(nc(=O)c3c2NCN(CCc2ccccc2)C3)S1	.	6%	.	1%	4%	.	-2%	-7%	-8%	6%	3%
Cc1cccc(C)c1-n1c(C)nn(CCOc2ccccc2)c1=O	6%	9%	-6%	-3%	-2%	3%	-4%	25%	4%	0%	3%
COc1ccc(C(=O)Nc2cc(C)nn2-c2cccc(F)c2)cc1	-12%	-1%	-8%	-2%	-18%	1%	-2%	-2%	40%	4%	-2%
Cc1nnc(NC(=O)CSC2CCCCC2)s1	0%	11%	3%	-2%	-1%	1%	-1%	-20%	22µM*	1%	2%
Cn1c(CNC(=O)c2ccccc2)nnc1SCC(=O)Nc1nccs1	-4%	12%	1%	-3%	?	-1%	-3%	1%[10 µM]	-28%	-5%	8%
O=C(CSc1nnnn1-c1ccccc1)NC1CCCc2ccccc21 (stereo not given)	-12%	2%	14%	1%	1%	-18%	-4%	22%	19%	-2%	-1%
COC(=O)c1cc(CC(=O)c2ccc(O)cc2O)c(C)o1	3%	-2%	-2%	1%	-2%	-4%	1%	4%	2%	-4%	4%
COc1cc(OC)c(NS(=O)(=O)c2ccc(Cl)c(C(=O)OC(C)C(=O)N3CCCC3)c2)cc1Cl (stereo not given)	-59%	5%	-8%	-7%	3%	.	0%	?	?	6%	3%
O=C1NC(=O)N(Cc2ccccc2)C1=O	6%	4%	3%	-6%	0%	-9%	-3%	5%	-2%	0%	3%
CCOc1ccccc1NC(=O)CSc1nc2cccnc2n1C	-31%	-4%	3%	-3%	11%	11%	-3%	-1%	6%	-16%	2%
CC(CCc1ccccc1)NC(=O)CNC(=O)c1ccccc1Br (stereo not given)	-7%	5%	3%	2%	-2%	-2%	1%	-1%	-21%	7%	-5%
O=C(O)c1ccc(Nc2nc3ccc(Cl)cc3[nH]2)cc1	10%	.	1%	-1%	?	2%	-3%	-4%	6%	3%	7%
CC1CN=C(N(C(=O)Nc2ccccc2)c2ccc(F)cc2)S1 (stereo not given)	23%	6%	-2%	-10%	3%	5%	-6%	12%	-1%	4%	-4%
COc1ccccc1NS(=O)(=O)c1ccc2c(c1)NC(=O)C(C)S2 (stereo not given)	-25%	-4%	7%	-8%	0%	-10%	1%	?	?	1%	2%
CC(Sc1nnc(C2CC2)n1C1CC1)C(=O)c1ccc(Br)cc1 (stereo not given)	15%	-8%	-2%	8%	0%	.	2%	.	.	2%	.
CCOC(=O)C1CCCN(C(=O)Nc2ccccc2)C1 (stereo not given)	-5%	-1%	.	4%	-3%	-6%	-1%	6%	-11%	1%	3%
C/C(=N\NC(=O)C(O)c1ccccc1)c1ccc(Cl)cc1 (stereo not given)	-3%	19%	0%	4%	-3%	-5%	4%	7%	13%	10%	0%

Assay outcomes (PubChem BioAssay)

Only part of the results is shown; count on the stated rates, not on these rows.
